Screening results as filed in PubChem.
TDP1 cell noCPT: qHTS for Inhibitors of human tyrosyl-DNA phosphodiesterase 1 (TDP1): qHTS in cells in absence of CPT. actives 15% (n = 420,000). Potency, µM (highest dose often 46.2 µM), for inactives: top-dose activity change, negative = growth inhibition, hits mostly inhibitors. DT40 Tdp1-/- hTDP1 cells, no CPT, ATP luminescence, 48 h; further: nearly all actives have a fitted effect of over 55% in size
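Chicken DT40 Tdp1-/- cells complemented with human TDP1, screened without camptothecin (DMSO vehicle only), 400 cells/well. Compounds pin-transferred, cells incubated at 37 °C for at least 48 hr. Growth read as ATP-dependent luminescence (CellTiter-Glo, 30 min at RT).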
DT40 TDP1 CPT: growth inhibition of DT40 Tdp1-/-;hTDP1 cells with camptothecin (screen for TDP1 inhibitors); Potency, µM (top dose mostly 46.2 µM), for inactives: at the top dose activity change, negative = growth inhibition, hits mostly inhibitors; chicken DT40 Tdp1-/-;hTDP1 cells + 20 nM CPT, ATP luminescence, 48 h; actives 12% (n = 420,000); further: nearly all actives have a fitted effect of over 55% in size
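Chicken DT40 Tdp1-/- cells stably complemented with human TDP1 were seeded at 400 cells/well in medium containing 20 nM camptothecin, exposed to pin-transferred compounds, and grown at 37 °C for at least 48 hr. Viability was read as ATP luminescence.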
GCN5L2 inh: inhibitors of human GCN5L2 histone acetyltransferase; Q92830; Potency, µM (top dose mostly 58.9 µM), inactives show at the top dose activity change, negative = inhibition, usual class: inhibitors; actives 0.21% (n = 390,000); AID 504327; GCN5L2 HAT assay, ThioGlo1 CoA-SH fluorescence
Target sequence (Q92830 whole entry, looked up): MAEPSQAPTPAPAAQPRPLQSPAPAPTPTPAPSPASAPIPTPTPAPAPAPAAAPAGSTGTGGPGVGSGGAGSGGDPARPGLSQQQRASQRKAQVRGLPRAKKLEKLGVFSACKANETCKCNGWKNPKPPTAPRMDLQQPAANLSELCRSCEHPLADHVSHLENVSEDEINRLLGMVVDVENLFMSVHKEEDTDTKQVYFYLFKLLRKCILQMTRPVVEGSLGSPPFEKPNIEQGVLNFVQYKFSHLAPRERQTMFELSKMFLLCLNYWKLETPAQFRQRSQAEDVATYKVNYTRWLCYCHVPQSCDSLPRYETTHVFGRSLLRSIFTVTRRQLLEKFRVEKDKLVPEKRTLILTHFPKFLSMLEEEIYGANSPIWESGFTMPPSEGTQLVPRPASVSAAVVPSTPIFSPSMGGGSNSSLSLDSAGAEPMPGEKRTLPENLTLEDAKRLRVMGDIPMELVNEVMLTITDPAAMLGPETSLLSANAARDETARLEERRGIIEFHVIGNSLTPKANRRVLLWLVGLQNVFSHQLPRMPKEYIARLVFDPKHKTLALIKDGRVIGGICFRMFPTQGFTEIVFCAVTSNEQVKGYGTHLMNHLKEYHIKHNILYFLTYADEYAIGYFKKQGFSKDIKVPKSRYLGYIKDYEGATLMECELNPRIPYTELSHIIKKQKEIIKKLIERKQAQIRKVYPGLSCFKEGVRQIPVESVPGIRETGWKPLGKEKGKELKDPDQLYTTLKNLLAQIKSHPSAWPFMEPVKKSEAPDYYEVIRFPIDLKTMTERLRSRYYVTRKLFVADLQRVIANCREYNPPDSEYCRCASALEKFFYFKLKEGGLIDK
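Free CoA generated was detected with ThioGlo1 (50uM) fluorescence at Ex340nm/Em540nm, read immediately and after 20 min at room temperature. Enzyme, 20 nM in HEPES pH 7.5 buffer, saw compounds 15 min before adding 75uM H3(1-25) peptide and 70uM acetyl-CoA.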
Active calls of the source: *; ? = inconclusive; / = not tested or not shown; & = joins results of further samples; [ ] = another dose, or the depositor's remark. The call rests on the fitted dose curve; in most records, active means well fitted curve in the direction sought with a large enough effect; inconclusive means small, poorly fitted or top-dose-only effect, or another doubt; inactive means no such curve, though single readings can be large; an effect the other way counts as inactive or inconclusive. On the % scale 0 is the no-effect control and ±100 the full control effect; potency means the concentration at half of the fitted maximal effect.

SMILES	TDP1 cell noCPT	DT40 TDP1 CPT	GCN5L2 inh
CN1CCC(=C2c3ccccc3C(O)c3ccccc32)CC1 (stereo not given)	2%	0%	14%
O=c1oc2ccc(Br)cc2cc1-c1nc2c(s1)CCc1ccccc1-2	-15%	?	/
Cc1nnc(SCC(=O)c2ccc(Cl)cc2)n(N)c1=O	-11%	-9%	-6%
COC(=O)c1ccc(NC(=O)c2sc3nc(-c4ccccc4)cn3c2C)cc1	2.6µM*	6.5µM*	-10%
CCCCCn1nc(C(=O)N2CCc3ccccc32)c2ccccc2c1=O	?	?	-24%
CCCCCn1c(CCCNC(=O)c2ccc(Cl)cc2)nc2ccccc21	16µM*	?	-13%
N/C(=N\OC(=O)c1cccs1)c1cccc(Br)c1	-11%	4%	2%
CC(=O)c1ccc(N2CCN(C(=O)Cc3cccs3)CC2)cc1	?	?	-4%
Cc1cc(C)c(C)c(S(=O)(=O)Nc2ccccc2C(=O)NCCCn2ccnc2)c1C	5.8µM*	4.6µM*	-4%
COc1ccc(-n2nc(C(=O)NCC(=O)NCCCN3CC(C)CC(C)C3)c3ccccc3c2=O)cc1Cl (stereo not given)	?	-12%	-1%
COCCn1c(CCC(=O)Nc2ccc(C)c(Cl)c2)nc2cccnc21	-73%	?	1%
CCOc1cc(CNCCCN2CCOCC2)ccc1OCC(=O)NC(C)(C)C	1%	1%	34%[activator]
COc1ccccc1CNC(=O)C1CCC(CNS(=O)(=O)c2ccc(F)cc2)CC1 (stereo not given)	-13%	0%	8%
Cc1cccc(C(=O)OC(C)C(=O)N2CCN(Cc3ccccc3)CC2)c1 (stereo not given)	?	?	-4%
Cc1ccc(C(=O)NCc2ccco2)o1	1%	1%	-9%
COc1ccc2nc(C)cc(NCCN3CCOCC3)c2c1	-20%	-3%	1%
CCc1c(O)nc(SCc2nc3ccccc3c(=O)[nH]2)[nH]c1=O	-1%	1%	-5%
CCNC(=S)NCc1ccc(Cl)cc1	-1%	-16%	/
O=S(=O)([N-]c1nc2ccccc2nc1-[n+]1ccccc1)c1ccccc1	-1%	-7%	-6%
COc1ccccc1N1CCN(C(c2ccc(Cl)cc2)c2nnnn2C(C)(C)C)CC1 (stereo not given)	?	?	-1%
CC(=O)C1=C(O)C(=O)N(c2nccs2)C1c1ccccc1F (stereo not given)	-20%	4%	-6%
CC(=S)c1c(C)cc2cc(C)ccn12	?	?	0%
Oc1ccc(C=NCC2COc3ccccc3O2)cc1 (stereo not given)	-12%	-6%	0%
COc1cccc(C(=O)NCCOc2cc(C)cc(C)c2)c1	-15%	-28%	1%
CCC(C)C(N=C1NS(=O)(=O)c2ccccc21)C(=O)N1CCC(C)CC1 (stereo not given)	?	-15%	-6%

Structures shown so far that contain four or more nitrogen atoms, in the order listed:
SMILES	TDP1 cell noCPT	DT40 TDP1 CPT	GCN5L2 inh
Cc1nnc(SCC(=O)c2ccc(Cl)cc2)n(N)c1=O	-11%	-9%	-6%
Cc1cc(C)c(C)c(S(=O)(=O)Nc2ccccc2C(=O)NCCCn2ccnc2)c1C	5.8µM*	4.6µM*	-4%
COc1ccc(-n2nc(C(=O)NCC(=O)NCCCN3CC(C)CC(C)C3)c3ccccc3c2=O)cc1Cl (stereo not given)	?	-12%	-1%
COCCn1c(CCC(=O)Nc2ccc(C)c(Cl)c2)nc2cccnc21	-73%	?	1%
CCc1c(O)nc(SCc2nc3ccccc3c(=O)[nH]2)[nH]c1=O	-1%	1%	-5%
O=S(=O)([N-]c1nc2ccccc2nc1-[n+]1ccccc1)c1ccccc1	-1%	-7%	-6%
COc1ccccc1N1CCN(C(c2ccc(Cl)cc2)c2nnnn2C(C)(C)C)CC1 (stereo not given)	?	?	-1%

Carrying on:
SMILES	TDP1 cell noCPT	DT40 TDP1 CPT	GCN5L2 inh
O=C(OCCN1CCCCC1)c1ccccc1F	5%	6%	-1%
O=C(C1CCCN(S(=O)(=O)c2ccc(Cl)cc2)C1)N1CCCC1 (stereo not given)	?	?	-4%
COc1cccc(NC(=O)CN(C)C(=O)c2oc3c(ccc4ccccc43)c2C)c1	?	12%	-7%
CCCCOc1ccc(C2=NC(c3ccncc3)=Nc3ccc(OCC)cc3N2)cc1	?	16µM*	-16%
Cn1c2ccccc2c(=O)c2c(=O)n(C3CCCCC3)c(-c3ccco3)nc21	?	23µM*	30%
Cn1cccc1Cc1nnc(SCC(=O)Nc2cccc(Cl)c2)n1-c1ccc(F)cc1	?	?	-4%
COc1ccccc1NC(=O)Cn1cc(C(=O)C2CC2)c2ccccc21	-24%	-3%	0%
Cc1cc(C)n(C2CCCCC2OC(=O)c2ccccc2F)n1 (stereo not given)	-24%	-18%	-16%
CC(C)c1ccc(C(=O)NC(=S)Nc2ccc3[nH]c(=O)[nH]c3c2)cc1	?	-2%	-4%
COCCN(Cc1cc2cc(C)ccc2n2nnnc12)C(=S)Nc1ccc(OC)cc1	?	?	/
COc1ccc(C)cc1NC(=O)c1ccc(NS(=O)(=O)c2cccc3cccnc23)cc1	?	0%	-4%
CCN(CC)S(=O)(=O)c1ccc(C(=O)Nn2cnnc2)cc1	31%[activator]	-3%	4%
Cc1ccc(N(CC(=O)NCc2ccccc2Cl)S(=O)(=O)c2cccs2)cc1	?	-19%	0%
Cn1c(=O)c(=O)n(C)c2cc(S(=O)(=O)CCC(=O)N3CCCCC3)ccc21	-4%	-16%	-4%
COC(=O)c1c(NC(=O)c2ccco2)sc(C)c1C	-11%	-7%	-2%
COc1ccc(-c2csc(C(C)(NC(C)=O)c3ccccc3)n2)cn1 (stereo not given)	?	?	/
CCOC(=O)CSc1ncc(OC)c(Sc2ccc(Cl)cc2)n1	-52%	-24%	-13%
O=c1c2ccccc2sn1-c1ccc(F)cc1	3.7µM*	3.3µM*	2µM*
O=C1Nc2ccccc2Oc2cc([N+](=O)[O-])ccc21	?	?	-13%
COc1cccc(CNC(=O)CCl)c1	0%	9%	30%
Cc1ccccc1OCC(=O)N1N=C(C(F)(F)F)CC1(O)C(C)(C)C (stereo not given)	16µM*	?	-4%
COc1ccc(C(C(=O)Nc2ccc3c(c2)OCCO3)n2c(=O)c(-c3ccco3)nc3ccccc32)cc1 (stereo not given)	21µM*	12µM*	/
CC(C)NC(=O)Nc1cccc2c1O[C@@H](CN(C)S(=O)(=O)c1ccc(F)cc1)[C@@H](C)CN([C@H](C)CO)C2=O	-22%	?	3%
COc1ccc(C)cc1NC(=O)Nc1cccc(OCc2cc(=O)n3ccc(C)cc3n2)c1	9.2µM*	9.2µM*	-7%
COc1ccc([C@H]2N[C@]3(CCCN(Cc4ccccc4)C3=O)[C@H]3C(=O)N(Cc4ccccc4)C(=O)[C@@H]23)cc1	?	-7%	/

Continuation:
SMILES	TDP1 cell noCPT	DT40 TDP1 CPT	GCN5L2 inh
CCc1nc2ccc(C(=O)N3CCCC(C(N)=O)C3)cn2c1N(C=O)CC (stereo not given)	9%	0%	/
Cc1ccc(S(=O)(=O)NNc2ccccc2)cc1	-1%	-21%	28µM*
CCN(CC)S(=O)(=O)c1cccc(C(=O)N[C@H](C(=O)O)C(C)C)c1	-4%	-15%	-20%
O=c1ncn(-c2cccc(F)c2)c2ncccc12	-3%	-7%	-2%
Oc1cccc(C2c3[nH]c4ccccc4c3CCN2Cc2cnn(-c3ccccc3)c2)c1 (stereo not given)	?	1%	2%
N#Cc1cc2cc3c(cc2nc1SCC(=O)N1CCOCC1)OCO3	-23%	2%	-4%
Cc1nnc(C)n1/N=C/c1cccnc1	8%	-15%	-3%
COCCNC(=O)CN1N=C(c2ccc(OC)cc2)CCC1=O	-9%	?	2%
O=C(CSc1nnc(CN2CCOCC2)n1-c1ccccc1)Nc1ccc(Cl)cc1	-17%	-19%	0%
COC(=O)c1c(C)oc(C)c1S(=O)(=O)N1CCCCC1	?	2%	-7%
COc1ccccc1-c1nnc(C2CCN(S(=O)(=O)c3ccccc3)CC2)o1	15µM*	?	-1%
Cc1cccc(/C=N/NC(=O)C[n+]2ccccc2)c1	0%	4%	-1%
Cc1nnc(-c2cccc(Br)c2)c2cn(-c3ccccc3Cl)nc12	?	23µM*	44%[activator]
Cc1cccc2cc(CN(Cc3cccs3)C(c3nnnn3C3CCCC3)C(C)C)c(=O)[nH]c12 (stereo not given)	-20%	-78%	-3%
CC(O)CCc1nc2ccc(C(=O)O)cc2[nH]1 (stereo not given)	-4%	-8%	2%
C=CCn1c(=O)c2c(nc3n2CCCN3CCc2ccccc2)n(C)c1=O	-23%	-29%	-2%
COc1ccc(-n2c(=O)c(CCc3ccccc3)nc3cnc(N4CCOCC4)nc32)cc1	8%	8%	-11%
CNN/C(N=Cc1ccc([N+](=O)[O-])s1)=N\S(=O)(=O)c1cc(C)c(Cl)cc1SCc1ccccc1	1.3µM*	1.2µM*	/
CCN1CCc2c(OCC(=O)N3CCCCC3)cccc2C1=O	0%	13%	-8%
Cc1ccc(S(=O)(=O)N2CCCC(C(=O)O)C2)s1 (stereo not given)	3%	-2%	-6%
CN(C)c1ccc(-c2ccc3oc(-c4ccsc4)cc(=O)c3c2)cn1	-6%	-14%	0%
Cc1ccsc1C(=O)Nc1ccc(OCc2ccccc2)cc1	?	-17%	-1%
O=C(O)C1C2CCC(C2)C1C(=O)Nc1ccc(Cl)c(Cl)c1 (stereo not given)	-19%	-9%	/
COc1ccccc1NC(=O)CCN1CCN(C)CC1	0%	-26%	6%
COc1ccccc1C(=O)NC(=O)COc1ccc(Cl)cc1Cl	-7%	22%	-2%

Complete entries from above. Screens in order: TDP1 cell noCPT, DT40 TDP1 CPT, GCN5L2 inh
C=CCn1c(=O)c2c(nc3n2CCCN3CCc2ccccc2)n(C)c1=O across the screens: -23%, -29%, -2%
COc1ccccc1-c1nnc(C2CCN(S(=O)(=O)c3ccccc3)CC2)o1 across the screens: 15µM*, ?, -1%

Remaining list, next part:
SMILES	TDP1 cell noCPT	DT40 TDP1 CPT	GCN5L2 inh
C/C(=N\OCc1ccc(C#N)cc1)c1cc2ccccc2o1	-8%	6%	-19%
C=CCn1c(C)cc(C(=O)COc2ccc(N(C)S(=O)(=O)c3ccc(NC(C)=O)cc3)cc2)c1C	5.8µM*	9.2µM*	-9%
COc1ccccc1C(=O)OCC(=O)Nc1ccc(N2CCCCC2)cc1	?	?	/
c1ccc(NCc2ccccn2)cc1	-18%	-22%	3%
CCSc1nnc(-c2cc(Br)ccc2N)c(=O)[nH]1	-1%	-3%	-6%
COc1ccc2c(c1)CC/C(=C\C=C\c1ccccc1OC)C2=O	?	?	-8%
COc1cc(OC)cc(C(=O)N[C@H](C(=O)Nc2cc(C)cc(C)c2)C(C)C)c1	-19%	-17%	-3%
CC(C)NC(=O)C1(C#N)C=C1c1ccccc1 (stereo not given)	16µM*	?	/
O=C(c1c[nH]c2ccc(S(=O)(=O)N3CCOCC3)cc2c1=O)N1CCN(c2ccccn2)CC1	5%	13%	-23%
Cc1ccc(SCC(=O)O/N=C(\N)c2cccc([N+](=O)[O-])c2)cc1	?	-9%	-7%
COc1ccc(N2CCN(CCNC(=O)CCC(=O)NNc3nc4ccccc4c4nc(C)nn34)CC2)cc1	8%	?	-16%
Cc1ccc(NC(=O)NC(=O)N(C(C)C)S(C)(=O)=O)nc1	1%	-2%	-2%
CCCCCn1c(CN2CCN(Cc3ccccc3)CC2)nc2c1c(=O)n(C)c(=O)n2C	15µM*	15µM*	2%
COC(=O)Cc1ccc(NC(=S)NNC(=O)C2CC2)cc1	-24%	14%	-10%
CCCn1c(C(C)NC(C)=O)nc2ccccc21 (stereo not given)	-28%	?	-4%
CC(Oc1ccc(Br)cc1)C(=O)N1CCN(c2ccccn2)CC1 (stereo not given)	?	?	-9%
CCc1ccc(NC(=O)CC2C(=O)NCCN2C(=O)c2ccc(F)cc2)cc1 (stereo not given)	?	?	2%&-2%
O=C1CCN(Cc2ccc(O)cc2)CCN1[C@H](CO)c1ccccc1	-12%&6%	-21%&1%	-6%
CCN(C(=O)c1cc2c(s1)-c1ccccc1OC2)c1cc(OC)ccc1OC	?	?	-23%
Cc1ccccc1-c1nc(CS(=O)(=O)CC(=O)NCCCN2CCN(C)CC2)c(C)o1	14%&4%	-8%&-20%	-17%&-4%
COc1ccc(NS(=O)(=O)c2cc3c(cc2C)N(C(C)=O)CCO3)cc1OC	?	-25%	2%
O=C(NCCc1csc(-c2ccccc2)n1)c1ccc(Br)o1	21µM*	?	-11%
C[C@H](NC(=O)c1[nH]cnc1C(=O)Nc1ccccc1)C(=O)OC(C)(C)C	?	?	1%
COc1cccc(N2CCN(C(=O)c3ccc4c(Cl)c5c(nc4c3)CCCC5)CC2)c1	21µM*	21µM*	-13%
Cc1cc(-c2[nH]nc3c2C(c2cccc(O)c2)C(C#N)=C(N)O3)c(C)s1 (stereo not given)	-13%	2%	-4%
